Assay outcomes: PubChem BioAssay, several laboratories
SRC3 inh: SRC3 coactivator transcriptional activity inhibitors, primary screen, cell-based, luminescence; actives 0.17% (n = 360,000); inhibition, % at 3.6 µM; HEK293 GAL4-SRC3 luciferase reporter;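 active = inhibition above a per-campaign cutoff, the mean of all compounds plus 3 SD, cut at about 60% in these data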;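 note: 0% = DMSO-treated cells and 100% = gossypol-treated cells at 36 µM; higher means less SRC3-driven luciferase light from the GAL4 reporter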
EBV LMP1 NFkB: EBV LMP1-driven NF-kappaB luciferase reporter inhibitors, primary screen, cell-based, luminescence, single point. LMP1-induced NF-kappaB luciferase reporter cells. inhibition, % at 12.5 µM. actives 0.69% (n = 350,000). AID 504558, 2011; in the data active = inhibition above about 41%;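 note: 0% = neutral control wells and 100% = reference inhibitor control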
TLR9-MyD88 inh: inhibitors of TLR9-MyD88 association in cells, primary screen, cell-based, CHO, BLA complementation, fluorescence | Toll-like receptor 9 (Homo sapiens) + Myeloid differentiation primary response protein … | CCF4 FRET ratio | inhibition, % at 4.98 µM | actives 0.21% (n = 340,000) | AID 504734, 2011;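 active = inhibition above the mean over all tested compounds plus 3 SD, cut at about 21% in these data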;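 note: 0% = DMSO only wells and 100% = clavulanate BLA inhibitor control wells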
NCOA2 inhibitor: inhibition of GAL4-SRC2 driven luciferase reporter, primary screen, SRC2 inhibitor project, cell-based, luminescence; HEK293 GAL4-SRC2 luciferase reporter; inhibition, % at 9 µM; Nuclear receptor coactivator 2 (Homo sapiens), Q15596; actives 0.17% (n = 370,000); AID 651957, 2012;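 active = inhibition above the mean inhibition of all tested compounds plus 3 SD, set per campaign, cut at about 52% in these data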;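 note: 0% = DMSO treated cells and 100% = cells given Gossypol at 36 µM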
Target sequence (Q15596 whole entry, looked up, the tested form may be a part): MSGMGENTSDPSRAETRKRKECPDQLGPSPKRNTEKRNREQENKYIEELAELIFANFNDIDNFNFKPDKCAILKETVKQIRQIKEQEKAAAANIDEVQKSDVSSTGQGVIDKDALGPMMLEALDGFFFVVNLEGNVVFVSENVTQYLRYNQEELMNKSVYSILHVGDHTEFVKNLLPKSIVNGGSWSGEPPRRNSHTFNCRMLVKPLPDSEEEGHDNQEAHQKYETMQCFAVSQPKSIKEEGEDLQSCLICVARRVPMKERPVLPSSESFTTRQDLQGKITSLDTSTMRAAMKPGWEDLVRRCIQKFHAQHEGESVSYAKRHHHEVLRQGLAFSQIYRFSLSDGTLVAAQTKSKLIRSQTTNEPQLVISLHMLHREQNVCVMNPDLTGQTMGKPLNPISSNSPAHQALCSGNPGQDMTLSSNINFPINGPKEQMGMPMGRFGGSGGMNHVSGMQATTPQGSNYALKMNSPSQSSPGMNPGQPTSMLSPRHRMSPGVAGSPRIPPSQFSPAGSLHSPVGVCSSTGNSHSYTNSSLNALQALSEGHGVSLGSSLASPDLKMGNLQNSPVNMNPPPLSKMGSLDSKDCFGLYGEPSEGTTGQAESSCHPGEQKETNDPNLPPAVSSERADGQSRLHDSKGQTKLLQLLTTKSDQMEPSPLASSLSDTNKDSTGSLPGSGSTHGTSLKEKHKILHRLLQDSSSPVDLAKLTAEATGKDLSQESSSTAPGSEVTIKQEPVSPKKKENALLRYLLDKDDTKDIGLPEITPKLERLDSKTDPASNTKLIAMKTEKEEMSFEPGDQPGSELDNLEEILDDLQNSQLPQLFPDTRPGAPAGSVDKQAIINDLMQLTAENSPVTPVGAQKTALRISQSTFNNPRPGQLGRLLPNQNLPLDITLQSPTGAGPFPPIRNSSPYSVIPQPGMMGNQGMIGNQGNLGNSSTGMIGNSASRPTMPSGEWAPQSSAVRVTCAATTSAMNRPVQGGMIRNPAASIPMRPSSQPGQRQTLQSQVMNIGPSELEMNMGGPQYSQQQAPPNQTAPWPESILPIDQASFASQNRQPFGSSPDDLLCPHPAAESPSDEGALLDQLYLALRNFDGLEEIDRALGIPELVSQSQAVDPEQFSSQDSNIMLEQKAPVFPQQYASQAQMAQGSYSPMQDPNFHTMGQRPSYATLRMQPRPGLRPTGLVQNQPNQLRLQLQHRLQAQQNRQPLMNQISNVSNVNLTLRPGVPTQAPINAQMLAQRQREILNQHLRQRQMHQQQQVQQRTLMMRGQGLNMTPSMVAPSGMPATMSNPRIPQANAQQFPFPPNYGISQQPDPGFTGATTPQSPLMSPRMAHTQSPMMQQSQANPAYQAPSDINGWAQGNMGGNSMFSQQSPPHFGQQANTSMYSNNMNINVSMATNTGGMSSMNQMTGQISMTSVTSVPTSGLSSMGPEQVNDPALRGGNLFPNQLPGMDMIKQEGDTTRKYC
TROY NFkB inh: inhibitors of TROY-driven NF-kB signaling, primary screen, Q293 LMP1-TROYcd cells, NF-kB luciferase, uHTS; Q293 LMP1-TROYcd NF-kB luciferase reporter, 4 h; inhibition, % at 10 µM; actives 0.98% (n = 360,000); AID 1347056, 2019;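 active = compounds whose plate-normalised and pattern-corrected inhibition of the luciferase reporter signal at the single screening dose is 50% or more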
TRAIL sens C8: viability loss with TRAIL in NB7+C8 cells, primary screen, TRAIL sensitizer project, cell-based, ATPlite luminescence; AID 624354, 2012; inhibition (viability loss, TRAIL sensitization), % at 10 µM; actives 1% (n = 360,000);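 active = compounds causing at least 50% loss of cell viability in the single-dose screen, relative to plate controls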
SRC1 inh: SRC1 coactivator transcriptional activity inhibitors, primary screen, cell-based, luminescence; Nuclear receptor coactivator 1 (Homo sapiens), Q15788; HEK293 GAL4-SRC1 luciferase reporter; inhibition, % at 3.6 µM; actives 0.12% (n = 360,000); AID 588354, 2011;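 active = inhibition above the campaign mean plus 3 SD, with each screening campaign given its own cutoff, cut at about 60% in these data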;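 note: 0% = DMSO treated cells and 100% = gossypol at 36 µM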
Vif imaging: HIV Vif self-association inhibitors, primary screen, imaging, HEK293T, single point | HEK293T cells, Vif self-association by quenched fluorescence, 24 h | inhibition, % at 7.49 µM | actives 0.35% (n = 340,000) | AID 602346, 2012; in the data active = inhibition above about 50%, passing the limit was not always enough; note: some results filed as inactive read as strong as hits
COUP-TFII inh: NR2F2 transcriptional activity inhibitors, primary screen, cell-based, luciferase reporter, HEK293T, luminescence | HEK293T NGFI-A luciferase reporter | inhibition, % at 8.6 µM | actives 0.7% (n = 370,000) | AID 686940, 2013;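 active = inhibition above a per-plate cutoff, mean inhibition of test wells between control levels plus 3 SD, cut at about 38% in these data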;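 note: cells cotransfected with COUP-TFII expression vector driving the NGFI-A reporter; 0% = median of COUP-TF2 test wells and 100% = reporter-only cells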
LRH-1 inv ag: LRH-1 (NR5A2) inverse agonists, primary screen, cell-based, luminescence, HEK293T, StAR-luciferase reporter; Nuclear receptor subfamily 5 group A member 2 (Homo sapiens), O00482; LRH-1 transfected, 24 h; inhibition, % at 3.6 µM; actives 0.13% (n = 360,000); AID 602396, 2012;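 active = inhibition above the mean inhibition of all tested compounds plus 3 SD, cut at about 73% in these data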;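 note: 0% = DMSO wells and 100% = reporter-only cells lacking LRH-1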
NOD2 RIPK2 PPI: NOD2-RIPK2 binding disruptors in cells, primary screen, fluorescence, CHO cells, BLA complementation; actives 0.38% (n = 360,000); Receptor-interacting serine/threonine-protein kinase 2 (Homo sapiens), O43353; inhibition, % at 4.98 µM; CCF4 ratio; AID 624267, 2012; in the data active = inhibition above about 21%;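 note: 0% = vehicle only and 100% = reference blocker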
* hit, by the source's call; x = not tested or not shown. Not all compounds are listed; count on the stated rates, not on these rows.

SMILES	SRC3 inh	EBV LMP1 NFkB	TLR9-MyD88 inh	NCOA2 inhibitor	TROY NFkB inh	TRAIL sens C8	SRC1 inh	Vif imaging	COUP-TFII inh	LRH-1 inv ag	NOD2 RIPK2 PPI
Cc1c(C(=O)NCc2ccccc2)oc2ccc(S(=O)(=O)N3CCCC3)cc12	3.9	3.6	4.1	-55.3	2.4	25.6	13.3	-0.5	7.8	18.9	-21.4
O=c1c(-c2ccccc2)nnc2sc(COc3ccc(Br)cc3)nn12	15.7	-0.9	-2.5	-22.1	-4.0	-34.1	10.3	23.4	-0.3	16.9	1.1
COC(=O)C1CC2=C(CCC2=O)N(c2ccccc2)C1=O (stereo not drawn)	9.4	-2.8	-13.7	-4.8	-12.9	-14.3	-27.5	x	-7.3	5.1	-6.0
COc1ccccc1NC(=S)NC(=O)c1ccc(Cn2cc(Br)cn2)cc1	19.5	7.9	-4.7	-1.0	24.1	8.5	5.5	x	15.6	-27.9	4.5
O=C(Nc1cccnc1)c1ccc([N+](=O)[O-])s1	4.4	-3.9	-6.1	-8.3	-10.1	14.9	19.8	10.9	1.1	47.1	-0.4
CC1(OC(=O)C2CCCC2)C(=O)C=C2C=C(c3ccsc3)N(Cc3ccco3)C=C2C1=O (stereo not drawn)	-13.7	-0.6	-3.9	x	-10.8	-7.6	1.4	2.7	x	23.5	-1.1
NC(=O)C1CCN(C(=O)c2cc(S(=O)(=O)N3CCOCC3)ccc2Cl)CC1	15.6	-3.8	-4.6	-6.9	16.3	2.8	-3.2	8.7	-6.7	-2.3	-4.3
Cn1c(=O)c2c(ncn2CC(=O)Nc2nc(-c3ccccc3Cl)cs2)n(C)c1=O	16.1	8.3	2.4	-1.3	33.2	10.1	-18.1	-19.5	6.7	-13.8	-5.3
O=C(NCc1ccccc1Cl)C1CC(=O)N(Cc2ccccc2)C1 (stereo not drawn)	-1.2	4.8	9.8	9.0	17.4	11.3	-3.9	0.6	6.7	-8.0	2.4
Cc1ccc([C@H]2C[C@@H](O)[C@H](n3cc(COC(=O)c4ccccc4)nn3)CN2C(=O)C2CCCCC2)cc1	-2.4	1.8	-1.3	11.9	4.8	19.2	2.6	-0.7	-1.4	-4.8	2.1
Cc1cc(C)cc(N2C(=O)C=CC2=O)c1	-2.7	20.8	15.9	-26.6	-8.2	-5.4	-0.7	-1.0	-2.7	18.2	17.6
CC(C)C(OC(=O)c1nsc(Cl)c1Cl)C(=O)NC(C)(C)C (stereo not drawn)	5.7	0.2	-3.4	-7.0	-7.5	-8.1	-13.5	-3.2	-10.9	0.5	-6.1
Cc1occc1-c1nnc(SCC(=O)O)n1-c1ccccc1	10.5	-0.7	1.1	22.6	-10.5	-8.4	7.1	-11.6	4.2	1.8	-2.7
Nc1cc(=O)[nH]c(SCC(=O)N2CCCc3ccccc32)n1	12.9	-1.6	-6.7	-10.5	14.4	-2.2	-1.3	-2.5	0.7	13.9	-5.0
Cc1ccc(S(=O)(=O)c2nc(Cc3ccccc3)oc2N2CCOCC2)cc1	-10.9	-1.0	-8.2	-2.4	7.0	7.8	7.0	9.4	4.1	0.0	-7.8

Of the compounds above, these contain bromine.
SMILES	SRC3 inh	EBV LMP1 NFkB	TLR9-MyD88 inh	NCOA2 inhibitor	TROY NFkB inh	TRAIL sens C8	SRC1 inh	Vif imaging	COUP-TFII inh	LRH-1 inv ag	NOD2 RIPK2 PPI
O=c1c(-c2ccccc2)nnc2sc(COc3ccc(Br)cc3)nn12	15.7	-0.9	-2.5	-22.1	-4.0	-34.1	10.3	23.4	-0.3	16.9	1.1
COc1ccccc1NC(=S)NC(=O)c1ccc(Cn2cc(Br)cn2)cc1	19.5	7.9	-4.7	-1.0	24.1	8.5	5.5	x	15.6	-27.9	4.5

Remaining list, next part.
SMILES	SRC3 inh	EBV LMP1 NFkB	TLR9-MyD88 inh	NCOA2 inhibitor	TROY NFkB inh	TRAIL sens C8	SRC1 inh	Vif imaging	COUP-TFII inh	LRH-1 inv ag	NOD2 RIPK2 PPI
CCOC(=O)c1c(NC(=O)c2cccnc2)sc(C)c1C	6.4	0.7	4.5	-1.1	-9.0	-14.1	1.1	-12.8	-23.9	8.9	-0.2
Cc1cc(-c2ccccc2)nc(Oc2ccc(C(C)(C)C)cc2)c1S(C)(=O)=O	15.7	-14.5	-11.6	6.1	-11.4	14.6	14.6	-14.8	9.8	20.1	-14.6
Cc1ccc(CNC(=O)c2ccc(N3CCC4(CC3)CC(c3ccccc3)=NO4)c(NC(=O)c3ccco3)c2)cc1	-5.9	7.1	-4.9	-11.8	3.1	11.2	15.7	3.6	-6.4	5.3	1.1
CCN1CCN(C(CNS(=O)(=O)c2ccc(OC)cc2)c2cccnc2)CC1 (stereo not drawn)	-3.8	1.9	12.4	19.2	-3.1	-0.1	-4.8	5.7	-8.6	-22.6	0.6
O=C(CN1C(=O)S/C(=C\c2ccccc2F)C1=O)Nc1ccccc1O	-4.4	-19.3	-5.4	-17.9	3.4	-3.5	8.2	-1.6	5.6	6.5	1.1
Cc1cccc(-n2ncc3c2CCCC3NC(=O)CCN2Cc3ccccc3C2=O)c1C (stereo not drawn)	-12.8	10.8	-5.0	-1.1	4.4	4.5	-7.9	-3.4	27.2	-7.9	-10.3
Cc1cc(O)ccc1Nc1nc(-c2sc(N)nc2C)cs1	-3.9	4.6	-1.4	7.2	4.5	3.2	2.3	2.8	7.8	4.6	7.9
O=C(O)CC(Cc1ccc(Cl)cc1)C(=O)Nc1ccc([N+](=O)[O-])cc1 (stereo not drawn)	5.1	0.4	8.1	3.2	2.9	-3.3	-6.3	-1.0	5.3	-19.0	-9.7
CC(=O)N1CCc2cc(S(=O)(=O)NC3CCCc4ccccc43)ccc21 (stereo not drawn)	14.5	0.2	-4.6	18.0	10.6	11.9	17.6	-12.2	7.3	14.8	5.6
CCOP(=O)(OCC)c1nc(/C=C/c2ccccc2)oc1NCc1ccccc1	-14.3	9.7	-16.5	16.0	-0.3	4.2	-6.3	-0.6	-16.9	-20.7	8.2
Cc1ccc(C2=CC(c3ccccc3)n3ncnc3N2)cc1 (stereo not drawn)	-2.6	1.6	40.8*	-6.0	-9.9	18.9	-4.5	-0.1	-12.7	-3.6	52.1*
CC(C)NC(=S)NC(=O)c1ccc(Cl)cc1Cl	-28.9	-8.0	0.4	-22.7	-30.4	-11.2	-13.7	-3.0	-2.3	-4.4	-2.4
O=C1C2C3C=CC(CC3)C2C(=O)N1c1ccccc1 (stereo not drawn)	2.9	2.8	7.0	-18.4	5.9	2.2	13.2	8.1	20.2	-2.9	-1.0
CC(C)N(CC#CCC1(O)c2ccccc2-c2ccccc21)CCO	10.3	8.9	-2.8	-8.2	4.0	2.9	-9.5	18.7	5.2	-20.6	2.1
CCOC(=O)c1c(C)nc2c(C)cccn12	-19.8	4.7	6.2	-13.4	x	6.8	6.7	23.7	9.9	-3.8	5.8
COc1ccc(-c2cc(C(F)(F)F)nc(SCC(=O)NCc3ccco3)n2)cc1OC	1.1	2.1	-14.9	7.2	3.7	-1.4	-0.7	-3.8	4.1	1.1	-7.1
O=C(N/N=C/c1ccc(Cl)cc1)c1ccc2nc[nH]c2c1	-23.5	8.6	8.8	-4.6	-28.6	18.1	-3.4	4.5	-21.3	-3.9	-0.8
CN(C)C=NC(=O)c1cc(C(=O)c2ccc(C(C)(C)C)cc2)c[nH]1	-69.7	-11.1	-2.4	-66.2	-62.2	35.6	-73.1	-3.4	-60.5	-101.6	-1.9
Cc1cc(C(=O)NC2CCCCC2)c2cc(F)ccc2n1	9.1	-5.1	-3.3	-17.2	6.3	-9.1	-19.4	-0.7	14.5	-2.8	-6.5
O=C(C1CC1)N1CCc2cc(Br)cc(S(=O)(=O)NCCN3CCOCC3)c21	11.6	9.8	-0.3	16.3	7.7	0.5	-12.6	6.0	-14.0	1.8	2.6
COc1ccc(NC(=O)N(C)C[C@H]2Oc3ccc(NC(=O)Nc4c(C)noc4C)cc3C(=O)N([C@H](C)CO)C[C@H]2C)cc1	16.1	6.7	-5.9	-10.6	3.7	0.1	8.4	x	2.3	-2.5	-5.8
CC(C)(C)NC(=O)NC(=O)COC(=O)c1cccc(F)c1	10.1	-2.0	-4.2	-18.8	4.5	5.1	-8.3	-3.9	10.2	-3.2	-10.6
O=C1C=C(N2CCCCCC2)C(=O)N1c1ccc(Cl)cc1	-94.6	-28.6	-8.8	-73.1	43.9	12.1	-185.3	-5.7	-31.6	-113.2	0.2
COc1ccccc1OCCOc1ccc(/C=C2\C(=N)N3N=C(C)SC3=NC2=O)cc1	-6.3	0.5	-5.2	11.1	9.3	5.3	-22.8	-1.0	-4.2	36.7	0.5
O=C(c1ccccc1O)N1CCOCC1	7.1	-5.9	-1.4	14.2	-14.1	-4.5	12.1	0.8	-10.0	-17.5	-11.9
CN(c1ccccc1)S(=O)(=O)c1ccc(C(=O)NCC(c2ccco2)N2CCCCC2)cc1 (stereo not drawn)	-2.2	-8.2	8.1	-9.5	1.1	17.7	3.6	-8.2	4.2	3.9	24.6*
Cc1cc(C)nc(Nc2n[nH]c(-c3ccc(C(C)(C)C)cc3)n2)n1	-19.4	-2.8	1.2	-8.6	-8.2	31.0	-18.1	-28.0	-22.1	-7.2	3.8
NC(=O)CC(NC(=O)Cc1cccc2ccccc12)c1ccc(NC2CCC2)c([N+](=O)[O-])c1 (stereo not drawn)	-21.8	1.6	1.1	-19.7	-2.5	-15.9	-0.9	x	-8.7	-2.9	1.7
CC(=O)N1CCc2nc3ccccc3cc21	-18.0	-2.5	-7.6	11.7	-7.1	-6.3	10.8	0.9	-3.0	30.0	-2.6
O=C(NNc1ccccc1[N+](=O)[O-])Nc1ccccc1	-15.6	5.0	0.6	x	28.3	0.2	-5.5	12.9	x	-18.0	-2.2
CCCc1nnc(NC(=O)c2ccncc2)s1	9.3	-3.8	9.8	-7.1	-18.6	21.9	3.8	9.5	-5.6	-13.9	-0.7
CCc1ccc(/C(C)=N/Nc2cc(Cl)nc(C)n2)cc1	4.8	0.2	-16.1	6.1	15.8	3.7	2.5	4.7	-1.9	-14.9	0.9
CNC(=O)Nc1ccc(S(N)(=O)=O)cc1	-8.7	-4.6	4.0	8.7	-17.9	9.1	-1.1	1.6	9.4	3.8	-5.9
Cc1ccc(CSC2=Nc3ccccc3C3=NC(CCC(=O)NCc4ccco4)C(=O)N23)cc1 (stereo not drawn)	-8.2	-20.8	7.1	-5.5	-45.4	1.4	-48.4	1.8	10.2	-31.4	0.5
